High-throughput results deposited in PubChem by several laboratories.
KOR beta-arrestin-1: KOR antagonists, beta-arrestin recruitment, cell-based, luminescence, uHTS (AID 1778); KOR beta-arrestin recruitment, luminescence, antagonist mode; higher % means a stronger effect; inhibition, % at 10 µM; hits with a dose series show IC50 in µM; actives 0.091% (n = 290,000); in the data active = inhibition above about 50%; note: strong numbers were not always called active
West Nile antiviral: inhibition of WNV-induced cytopathic effect – cell-based, CPE readout (AID 1621); West Nile virus-infected cells, CPE inhibition; higher % means a stronger effect; one-dose CPE inhibition, % at 10 µM; IC50 in µM for titrated hits; actives 0.02% (n = 290,000); in the data active = a potency from the dose series; inconclusive = CPE inhibition mostly from about 3.7% at the one dose, without a potency; inactive = the rest, 99 in 100 with CPE inhibition below about 2.2%; note: strong numbers were not always called active
GPR55 antagonists: GPR55 antagonists blocking LPI-driven arrestin recruitment, primary screen, imaging, U2OS, beta-arrestin-GFP, LPI agonist (AID 2013); inhibition, % at 10 µM; hits with a dose series show IC50 in µM; actives 0.13% (n = 290,000); U2OS GPR55 beta-arrestin-GFP translocation imaging, LPI antagonism; higher % means a stronger effect;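 active = spots per cell inhibited over 60%, with over 100 cells counted and total cytoplasm intensity under 500,000; inconclusive = wells with under 100 cells, flagged as likely toxic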;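 note: U2OS cells stably carrying GPR55 and arrestin-GFP stimulated by 5 µM LPI near EC80; imaged beta-arrestin-GFP aggregate spots per cell after agonist stimulation; plate controls were LPI-stimulated DMSO wells for no effect and DMSO wells without LPI for full effect; some results filed as inactive read as strong as hits; confirmed hits need IC50 under 10 µM and bright autofluorescent wells are also inconclusive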
GPR35 arrestin U2OS: GPR35 antagonists blocking zaprinast-driven arrestin recruitment, primary screen, imaging, U2OS, beta-arrestin-GFP, zaprinast agonist (AID 2058) | U2OS GPR35 beta-arrestin-GFP translocation imaging, zaprinast antagonism; higher % means a stronger effect | inhibition, % at 10 µM, or IC50 in µM where a hit was titrated | actives 0.052% (n = 290,000);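 active = inhibition of at least 50% with at least 30 cells and total cytoplasm GFP at most 10,000,000; inconclusive = under 30 cells or total GFP of 10,000,000 plus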
GPR55 beta-arrestin: GPR55 agonists via beta-arrestin recruitment, primary screen, imaging, U2OS cells, beta-arrestin-GFP redistribution (AID 1961). actives 0.048% (n = 290,000). U2OS GPR55 beta-arrestin-GFP redistribution imaging; higher % means a stronger effect. activation, % at 10 µM; hits with a dose series show EC50 in µM;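 active = activation above 40% with more than 50 cells counted in the well; inconclusive = wells holding fewer than 50 cells, flagged as toxic or sparse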;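 note: U2OS osteosarcoma cells stably expressing GPR55 and beta-arrestin-GFP; plate controls were DMSO negative control for no effect and LPI positive control for full effect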
HIV peptide binding: cell-free HIV fusion peptide-binding blockers – biochemical, uHTS, fluorescence dequenching, primary screen (AID 1986); cell-free peptide binding, fluorescence dequenching, 30 min; higher % means a stronger effect; inhibition, % at 20 µM, or IC50 in µM where a hit was titrated; actives 0.3% (n = 290,000); in the data active = inhibition mostly above about 52%, no sharp cut-off; inactive = mostly below about 76%; note: some results filed as inactive read as strong as hits
NOD1 NF-kB reporter: inhibition of NOD1-driven NF-kB reporter – cell-based, luminescence, uHTS, primary screen (AID 1578); inhibition, % at 4 µM; hits with a dose series show EC50 in µM; NOD1-driven NF-kB luciferase reporter cells, luminescence; higher % means a stronger effect; actives 1% (n = 290,000); in the data active = inhibition mostly above about 36%, no sharp cut-off; inactive = mostly below about 34%;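 note: HEK-293T reporter cells stimulated with the NOD1 agonist gamma-tri-DAP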
KOR beta-arrestin-2: kappa opioid receptor activators – cell-based, luminescence, uHTS, primary screen (AID 1777). KOR beta-arrestin recruitment, luminescence; higher % means a stronger effect. activation, % at 10 µM; hits with a dose series show EC50 in µM. actives 0.02% (n = 280,000); in the data active = activation above about 50%, passing the limit was not always enough; note: a part of the inactive calls stands beside numbers as strong as those of hits
NS5 inhibitors: Dengue-2 NS5 methyltransferase inhibitors, primary screen, biochemical, confirmation dose response (AID 588689) | inhibition, % at 25 µM; hits with a dose series show IC50 in µM | actives 0.3% (n = 340,000) | Dengue-2 NS5 methyltransferase capping enzyme assay, biochemical; higher % means a stronger effect; in the data active = a potency from the dose series; inconclusive = inhibition above about 29% without an active follow-up result
NS5 inhibitors pilot replicate: recorded beside NS5 inhibitors, whose call it bears; inhibition, %; measured here: pilot screen replicate inhibition
Starred values were filed as active, the others as inactive; ? = inconclusive; . = no result given; [ ] = another dose, or the depositor's remark. This is a subset, so the mix of outcomes need not match the whole.

SMILES	KOR beta-arrestin-1	West Nile antiviral	GPR55 antagonists	GPR35 arrestin U2OS	GPR55 beta-arrestin	HIV peptide binding	NOD1 NF-kB reporter	KOR beta-arrestin-2	NS5 inhibitors	others
COc1ccccc1-c1nnc(NC(=O)C2=COCCO2)o1	-14%	-0.3%	4%	0%	-0.4%	0.8%	19%	23%	-4%
O=C(CSc1nc2ccc(Nc3nc(N4CCOCC4)nc(N4CCOCC4)n3)cc2s1)N1CCOCC1	-16%	?	-9%	-5%	0.0%	-1.4%	6%	-0.6%	-9%
CCc1cc(=O)oc2cc(C)cc(OC(C)C(=O)O)c12 (centres undefined)	-3%	0.5%	5%	15%	0.3%	-0.5%	15%	-7.1%	-5%	NS5 inhibitors pilot replicate=4.1
COc1ccc(CNC(=O)CSc2nnc(C)c(=O)[nH]2)cc1	9%	0.1%	-8%	-7%	-0.3%	-1.3%	-7%	4.2%	1%
CC(C)C(=O)Nc1c(-c2ccccc2)c(=O)c2ccccc2n1C	34%	-0.2%	7%	-3%	-0.1%	-0.7%	-11%	1.8%	12%
CC1(C)Cc2c(C#N)c(N3CCN(C(=O)c4ccco4)CC3)nc(Cc3ccccc3)c2CO1	16%	1.4%	22%	23%	-0.2%	1.0%	-11%	8.9%	1%
CC(NC(=O)c1cccc(Br)c1)c1ccccc1 (centres undefined)	-11%[20 µM]	0.1%	1%	0%	0.0%	-0.1%	-20%	-4.7%	-7%
O=C(CSc1nnc2c(n1)[nH]c1ccc(F)cc12)OCc1ccccc1	-21%	-0.2%	-4%	7%	-0.1%	-1.1%	17%	-0.7%	-13%
Cc1ccnc(NC(=O)C23CC4CC(CC(C4)C2)C3)c1	23%	2.7%	3%	11%	-0.1%	-2.7%	.	-3.1%	-8%
COC(=O)C(NC(C)=O)(Nc1nc(C)cs1)C(F)(F)F (centres undefined)	-47%	0.7%	-7%	10%	-0.1%	-0.4%	-10%	3.5%	-9%
O=C(COC(=O)/C=C/c1ccc([N+](=O)[O-])cc1)NCC1CCCO1 (centres undefined)	-12%	-0.4%	3%	-4%	-0.6%	1.7%	-26%	4.8%	4%
CCN1CCN(c2ccc(NC(=O)c3ccc4c(c3)OCO4)cc2)CC1	-18%	.	1%	0%	-0.2%	-0.7%	-35%	-2.2%	-10%	NS5 inhibitors pilot replicate=-0.6
O=C(CNC(=O)c1nc[nH]c1C(=O)N1CCc2ccccc2C1)OCc1ccccc1	-50%[20 µM]	1.0%	-3%	-3%	0.0%	-0.8%	-11%	-3.6%	0%
O=C1c2cccc3cccc(c23)C(=O)N1CCCN1CCN(c2ccc(F)cc2)CC1	-61%[20 µM]	-1.4%	14%	-11%	-0.1%	-1.6%	13%	-4.5%	1%
CC(=O)N(CCC(c1ccccc1)c1ccco1)Cc1cccs1 (centres undefined)	40%	-0.8%	16%	14%	0.3%	7.5%	12%	-3.5%	-17%
Cc1c(OCC(=O)N2CCC(C(=O)O)CC2)ccc2c3c(c(=O)oc12)CCCC3	-5%[20 µM]	0.2%	6%	-1%	-0.2%	1.2%	0%	-5.9%	-1%
Fc1cccc(/C=N/Nc2ncnc3nc[nH]c23)c1	-24%	.	0%	-12%	-0.2%	-1.6%	-28%	1.8%	1%
Cc1ccc(NS(=O)(=O)c2ccc(NC(=O)[C@@H]3CCCC[C@@H]3C(=O)O)cc2)c(C)c1	-17%	-0.3%	7%	1%	-0.1%	8.6%	24%	3.6%	0%
O=c1c2ccccc2c(-c2ccccc2)nn1Cc1ccccc1	3%	-0.2%	14%	-13%	-0.2%	0.0%	-2%	4.1%	-1%
CCOc1ccc(C(=O)NCC(=O)OCC(=O)Nc2ccccc2OCC)cc1	0%	0.5%	7%	-8%	-0.1%	1.4%	3%	-1.0%	-4%
CCOC(=O)C1CCN(CC(=O)c2c(C)[nH]c3cc(C)ccc23)CC1	-4%	0.2%	3%	2%	-0.2%	1.6%	-1%	-14%	.
O=C1CCC([N+](=O)[O-])C(c2cc(Br)ccc2F)N1 (centres undefined)	-31%[20 µM]	-0.2%	0%	7%	-0.1%	0.8%	-21%	-1.4%	0%
C=CCN(c1cccc(C(F)(F)F)c1)S(=O)(=O)c1cccc(C(=O)OCC(=O)NC)c1	-24%	0.8%	21%	-11%	0.5%	38%	-13%	0.5%	-3%
COCCNC(=O)c1cc2oc3ccccc3c2n1C	15%	-0.5%	4%	7%	-0.1%	-3.3%	-29%	-4.8%	2%
O=C(NCCc1c[nH]c2ccccc12)c1ccc2c(c1)OCO2	-5%	-0.3%	-4%	5%	0.0%	-1.6%	-125%	0.1%	-1%
(more compounds)
SMILES	KOR beta-arrestin-1	West Nile antiviral	GPR55 antagonists	GPR35 arrestin U2OS	GPR55 beta-arrestin	HIV peptide binding	NOD1 NF-kB reporter	KOR beta-arrestin-2	NS5 inhibitors	others
COC(=O)c1ccc(C(NC(=O)OCc2ccccc2)/C(C)=C/[C@@H](C)C(=O)NCc2ccc(OC)c(OC)c2)cc1 (some centres undefined)	13%	-0.3%	6%	-11%	-0.1%	3.6%	-2%	-0.9%	4%
CC(C(=O)N(C)C1CCCCC1)N1CCC(C(N)=O)CC1 (centres undefined)	-24%	0.4%	13%	1%	0.7%	0.8%	-20%	2.8%	5%
CC1CCN(C(=O)CCCOc2ccc(Cl)cc2)CC1	-9%	-0.5%	12%	4%	-0.4%	-3.1%	10%	-4.8%	-2%
Cc1cccc(-c2noc(CCC(=O)Nc3ccccc3)n2)c1	-18%	0.0%	-6%	-7%	-0.1%	0.2%	-10%	-0.6%	-2%
Cc1ccc(C(=O)N/C(=C/c2ccco2)C(=O)OCN2C(=O)c3ccccc3C2=O)cc1	-11%	0.4%	13%	-7%	0.3%	19%	-17%	7.2%	4%
COc1cccc2c(=O)n(CC(=O)Nc3cccc(F)c3)ccc12	8%	-0.2%	-6%	23%	-0.1%	-3.0%	6%	23%	-1%
Cc1ccc(N(C(C)C(=O)N2CCCCC2)S(C)(=O)=O)cc1C (centres undefined)	26%	-0.8%	30%	6%	0.3%	0.6%	-6%	-0.7%	-6%	NS5 inhibitors pilot replicate=-0.9
O=C(NCCSC1CCCCC1)c1ccccc1	8%[20 µM]	-0.7%	-6%	13%	0.2%	-1.0%	-28%	-0.4%	-5%
Cc1noc(C(=O)N(C)c2ccccc2)c1Cl	31%	-0.4%	0%	3%	0.0%	1.2%	9%	-2.1%	-3%
CCN1CCCC1CNC(=O)C(=O)NC(C)C (centres undefined)	-28%[20 µM]	-0.6%	-12%	14%	-0.1%	-0.7%	0%	.	-1%
CCOC(=O)CCSc1nnc(-c2cccnc2)n1-c1ccccc1OC	-8%	0.2%	1%	-2%	-0.1%	1.6%	-21%	-0.7%	-4%
CS/C(=N\S(=O)(=O)c1cccs1)Nc1ccc(F)cc1	8%	-0.5%	0%	-5%	0.3%	0.7%	-9%	-4.2%	0%
CCCCC(=O)NC(c1ccccc1Cl)c1c(O)ccc2ccccc12 (centres undefined)	-17%	-1.1%	-1%	-2%	0.2%	-1.1%	-28%	4.6%	2%
O=C(NNC(=O)c1sc2cccc(Cl)c2c1Cl)Nc1ccccc1	-151%	0.2%	-2%	-2%	0.3%	-1.0%	-39%	1.1%	2%
CCCCn1nc2cc(C(=O)NCc3ccc(OC(F)(F)F)cc3)ccc2c1OC	14%	-0.5%	0%	5%	-0.1%	-1.9%	10%	-1.7%	-7%
O=C(N/N=C/c1cccn1-c1ccc([N+](=O)[O-])cc1)c1cccnc1	0%	1.4%	-10%	2%	0.1%	3.0%	5%	3.1%	5%
O=C(COC(=O)/C=C/c1ccc(F)cc1)Nc1cccc(S(=O)(=O)N2CCCC2)c1	-2%	-0.3%	9%	1%	-0.1%	3.0%	-44%	-7.4%	-12%
COc1cc2cc(CN(CCO)C(=O)c3cccs3)c(=O)[nH]c2cc1OC	12%	0.7%	-1%	-1%	-0.1%	-1.3%	-8%	1.1%	-6%
Cc1cc(NC(=O)CSc2nc3ccsc3c(=O)n2CCCC(=O)NCCc2ccccc2)no1	-2%	0.5%	14%	16%	-0.3%	0.0%	-20%	1.4%	-1%
Cc1ccc[n+](CC(=O)c2ccc(-c3ccccc3)cc2)c1	6%	-1.4%	0%	8%	0.2%	1.1%	-20%	1.8%	-3%
Cc1nc(N2CCCCC2)c2c(C)c(C(=O)Nc3cccc(C(F)(F)F)c3)sc2n1	-22%	-0.1%	25%	14%	-0.4%	2.5%	-5%	8.7%	0%
O=c1[nH]cnc(O)c1N=Nc1ccccc1	-30%	0.1%	0%	-5%	0.0%	1.2%	-17%	2.0%	-1%
CCCN1CCC(=O)N([C@H](CO)CC(C)C)CC1	-6%[20 µM]	-0.3%	7%	12%	-0.3%	1.8%	-15%	-0.8%	-2%
Cc1ccc(OCC(=O)NNC(=S)NC(=O)c2cccs2)c(C)c1	-9%	-0.7%	-2%	-14%	0.2%	-0.5%	-2%	-5.4%	-3%
O=C(O)C1CCCCC1C(=O)NCCCc1ccccc1 (centres undefined)	2%	0.3%	17%	-5%	0.0%	0.2%	0%	0.1%	-7%
(more compounds)
SMILES	KOR beta-arrestin-1	West Nile antiviral	GPR55 antagonists	GPR35 arrestin U2OS	GPR55 beta-arrestin	HIV peptide binding	NOD1 NF-kB reporter	KOR beta-arrestin-2	NS5 inhibitors	others
CC1CCN(CCC(=O)Nc2nccs2)CC1	25%	0.0%	-3%	-8%	-0.1%	-1.5%	-2%	-1.3%	1%
Cn1c(=O)oc2cc(S(=O)(=O)N3CCC(N4CCCCC4)CC3)ccc21	-10%	0.0%	8%	-2%	0.4%	1.1%	-12%	-3.1%	0%
Cc1cc(C)c2c(n1)sc1c(=O)n(Cc3ccccc3Cl)nnc12	19%	.	6%	16%	-0.1%	3.3%	12%	0.5%	5%
COc1cccc2cc(C(=O)Oc3ccc(NC(C)=O)cc3)c(=O)oc12	-18%	-0.7%	0%	-20%	-0.1%	0.7%	-13%	0.3%	1%
COc1cc(/C=C2\SC(=S)N(CC(=O)Nc3ccc(O)cc3)C2=O)cc(OC)c1OC	-26%	1.3%	-9%	3%	-0.2%	1.7%	-25%	3.6%	-10%
COc1ccc(N/C=C2\CCOC2=O)cc1	-10%	-0.4%	13%	-30%	-0.3%	5.1%	0%	-10%	6%	NS5 inhibitors pilot replicate=-6.8
Nc1ccccc1SCCS(=O)(=O)c1ccc(Cl)cc1	17%	-0.3%	8%	-10%	0.4%	-0.6%	-2%	-1.9%	-7%
COc1ccc(C(=O)Nc2cccc(C(C)=O)c2)c(OC)c1OC	-21%	0.5%	-10%	15%	0.2%	-1.7%	5%	.	8%
